697 NFkB inh: inhibitors of PMA/ionomycin-induced NF-kB reporter, 697 cells, primary screen, B-cell NF-kB inhibitor project, cell-based, luminescence, uHTS | AID 435022, 2010 | hit rate 0.33% among 330,000 | 697 B-cell NF-kB luciferase reporter, 16 h | inhibition, % at 4 µM; in the data active means inhibition above about 35%
Gli-Sufu block: Gli-Sufu pathway antagonists, primary screen, luciferase luminescence, Sufu-KO-LIGHT cells, uHTS | AID 588413, 2011 | Sufu-KO-LIGHT fibroblasts, Gli luciferase reporter luminescence | hit rate 0.74% among 340,000 | inhibition, % at 5 µM;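 active means inhibition above about 55%, limit read from the data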;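 further: 0% = DMSO-treated cells and 100% = wells with medium but no cells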
Jurkat NFkB inh: inhibitors of induced NF-kB luciferase reporter, primary screen, TCR NF-kB activation inhibitor project, cell-based, luminescence, uHTS; Jurkat, PMA/ionomycin-induced NF-kB luciferase reporter; inhibition, % at 4 µM; hit rate 0.53% among 330,000; in the data active means inhibition above about 50%
UBC13 polyUb: UBC13 polyubiquitin chain formation inhibitors, primary screen, biochemical, TR-FRET, uHTS; inhibition, % at 20 µM; Ubiquitin-conjugating enzyme E2 N (Homo sapiens), P61088; AID 485273, 2010; hit rate 0.47% among 330,000; in the data active means inhibition above about 45%, passing the limit was not always enough
Target sequence (P61088 whole entry, looked up): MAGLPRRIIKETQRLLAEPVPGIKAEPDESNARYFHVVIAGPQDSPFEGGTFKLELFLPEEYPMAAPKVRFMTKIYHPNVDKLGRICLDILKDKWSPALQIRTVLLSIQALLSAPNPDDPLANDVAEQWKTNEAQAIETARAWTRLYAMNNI
APJ antag: antagonists of human apelin receptor APJ, primary screen, CHO-K1 cells, beta-arrestin complementation, luminescence. P35414. inhibition, % at 20 µM. hit rate 0.32% among 330,000;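 active means inhibition above about 40% at 20 µM, limit read from the data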;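 further: cells challenged with 10 nM apelin-13 agonist together with compound; plate controls were apelin-13 plus DMSO wells for no effect and DMSO wells lacking apelin-13 for full effect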
EBI2 block: EBI2 receptor antagonists, beta-arrestin recruitment, primary screen, cell-based, luminescence, 7a,25-OHC stimulation, uHTS. G-protein coupled receptor 183 (Homo sapiens), P32249. 7a,25-OHC stimulated. inhibition, % at 5 µM. hit rate 0.81% among 360,000. AID 651636, 2012; in the data active means inhibition above about 38%;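 further: enzyme fragment complementation signal reports receptor beta-arrestin coupling in cells; 0% = agonist plus DMSO wells and 100% = wells without agonist; some results beyond the cut were filed as inactive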
Target sequence (P32249 whole entry, looked up, the tested form may be a part): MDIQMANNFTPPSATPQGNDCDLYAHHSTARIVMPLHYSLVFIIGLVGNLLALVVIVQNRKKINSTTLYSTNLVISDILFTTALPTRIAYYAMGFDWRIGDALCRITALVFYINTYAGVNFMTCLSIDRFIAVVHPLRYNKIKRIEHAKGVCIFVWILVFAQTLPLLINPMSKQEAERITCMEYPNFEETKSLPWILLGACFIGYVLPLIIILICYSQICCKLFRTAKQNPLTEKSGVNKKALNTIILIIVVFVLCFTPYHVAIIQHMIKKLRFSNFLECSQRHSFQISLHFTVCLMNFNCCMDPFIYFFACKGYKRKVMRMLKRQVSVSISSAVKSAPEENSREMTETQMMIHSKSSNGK
CXCR6 block: CXCR6 receptor inhibitors, primary screen, cell-based, beta-arrestin, luminescence, CHO-K1 PathHunter, 1536-well; inhibition, % at 20 µM; hit rate 0.36% among 360,000; C-X-C chemokine receptor type 6 (Homo sapiens), O00574; in the data active means inhibition above about 34%, passing the limit was not always enough;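 further: antagonist mode with CXCL16 agonist at 10 nM final; 0% = 10 nM CXCL16 with DMSO and 100% = unstimulated wells without agonist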
CCR6 antagonist: CCR6 receptor antagonists, primary screen, cell-based, CHO-K1, luminescence, beta-arrestin, uHTS | inhibition, % at 20 µM | C-C chemokine receptor type 6 (Homo sapiens), P51684 | hit rate 0.49% among 340,000 | AID 493098, 2011 | CHO-K1 CCR6 PathHunter beta-arrestin, CCL20-stimulated;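 active means compounds whose inhibition of the agonist-driven luminescence signal at 20 µM reaches about 50%, limit read from the data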;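 further: cells stimulated with CCL20 at 14 nM final; plate controls were DMSO with CCL20 for no effect and DMSO without agonist for full effect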
Target sequence (P51684 whole entry, looked up): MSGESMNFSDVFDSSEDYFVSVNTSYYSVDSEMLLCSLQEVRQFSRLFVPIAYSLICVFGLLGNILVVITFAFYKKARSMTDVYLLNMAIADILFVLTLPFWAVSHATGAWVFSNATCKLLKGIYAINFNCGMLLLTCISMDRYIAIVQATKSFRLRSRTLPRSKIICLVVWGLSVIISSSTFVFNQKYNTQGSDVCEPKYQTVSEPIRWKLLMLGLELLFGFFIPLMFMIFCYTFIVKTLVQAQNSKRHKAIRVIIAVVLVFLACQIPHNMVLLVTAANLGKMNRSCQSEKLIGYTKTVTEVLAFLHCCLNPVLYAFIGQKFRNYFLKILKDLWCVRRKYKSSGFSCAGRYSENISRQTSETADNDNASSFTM
Active calls of the source: *; / = not tested or not shown.

cpd	SMILES	697 NFkB inh	Gli-Sufu block	Jurkat NFkB inh	UBC13 polyUb	APJ antag	EBI2 block	CXCR6 block	CCR6 antagonist
1	O=C(COc1cc(Cl)c(Cl)cc1Cl)Nc1cccc(O)c1	16	2	-93	12	11	-6	-7	-3
2	CCn1cnc2cc(NS(=O)(=O)c3ccc(C)cc3)ccc21	-2	-4	15	0	-4	3	-9	-4
3	Cn1c(=O)c2c(ncn2CC(=O)N2CCN(S(=O)(=O)c3ccc(Cl)cc3)CC2)n(C)c1=O	-4	8	-6	-9	1	0	0	-5
4	COc1cccc(OC)c1C(=O)Nc1ccc(S(=O)(=O)Nc2ncccn2)cc1	-23	-19	-6	-5	5	5	6	3
5	O=c1cc(CN2CCOCC2)nc(C2CC2)[nH]1	-36	-1	-6	-6	-6	-7	-5	6
6	OCC1OC(Oc2cccc3ccccc23)C(O)C(O)C1O (stereo unspecified)	-4	-2	9	-3	16	2	0	0
7	CC1(C)CC(=O)C=C(c2ccc3c(c2)OCO3)C1	-9	-19	-11	0	-12	4	2	6
8	Cc1ccc(-n2c(SCCN)nnc2-c2cccc(C)c2)cc1	-25	2	-6	4	42*	18	44*	60*
9	CCOc1ccccc1NC(=O)Cn1nc(-c2ccco2)ccc1=O	12	-4	9	-1	14	-2	12	14
10	CCOc1ccc(NC(=O)Cn2cc(C(=O)CC)c3ccccc32)cc1	4	1	15	6	15	0	-2	-9
11	CCN1CCC(NC(=O)Nc2cc(Cl)ccc2OC)CC1	21	9	3	14	6	0	6	13
12	CCn1cnc2cc(NCc3ccc(C)cc3)ccc21	-60	-60	-39	-5	-12	1	-10	9
13	CCOc1ccc2nc(N/C(N)=N/C(=S)Nc3cccc(C)c3)nc(C)c2c1	2	-23	13	-9	-13	26	5	20
14	CNC(=O)c1sc(Nc2cc(C)ccc2C)nc1C	19	2	13	8	13	3	2	0
15	O=C(NC1CCS(=O)(=O)C1)c1cccs1 (stereo unspecified)	-13	-25	7	-2	0	-4	0	14
16	O=S(=O)(NCc1ccccc1)c1ccc(S(=O)(=O)N2CCCC2)cc1	16	-2	5	0	10	6	2	15
17	O=C(Nc1ccc2c(c1)OCO2)N1CCCC1	-15	-17	-29	-3	9	-3	-12	-7
18	CCCOc1nnnn1-c1ccccc1	-27	5	-8	-9	-12	-4	-1	-7
19	CCC(=O)Nc1ccc(Cl)c(NC(=S)NC(=O)c2cc3ccccc3o2)c1	-42	-59	-14	-16	34	5	19	27
20	Cn1cnc2c(N3CCCCC3)nccc21	2	-6	-1	-3	16	1	4	7
21	Cc1ccc(Cn2cc(C(=O)c3ccc(F)cc3)c(=O)c3cc4c(cc32)OCCO4)cc1	-17	-2	-3	45*	3	-3	16	-22
22	CC(=O)Nc1ccc(C(=O)NNC(=O)Cc2ccccc2)cc1	-5	-5	-6	-4	6	-4	-2	0
23	COc1ccc(NC(=S)N/N=C2\CC(C)(C)Oc3ccc(OC)cc32)cc1	8	8	3	0	30	16	13	9
24	Cc1cc(OCC(=O)Nc2ccccc2C(N)=O)c2c(C)cc(=O)oc2c1	5	7	5	17	-67	0	-2	-4
25	CC(=O)c1ccccc1OCCCCN1CCCCC1	6	11	-10	0	5	-2	-10	10
26	COc1cc(/C=C/C(=O)OCC(=O)N2CC3(C)CC2CC(C)(C)C3)ccc1O (stereo unspecified)	7	0	-9	8	1	6	6	8
27	COc1ccccc1CNC(=O)CCCn1nc(C)c2c(C)n(-c3ccc(C)cc3)nc2c1=O	-32	10	23	1	5	-2	4	13
28	CN(CCC#N)C(=O)COC(=O)[C@H](Cc1ccccc1)N1C(=O)c2ccccc2C1=O	4	-5	-10	0	-9	-20	-11	7
29	CCN1CCN(S(=O)(=O)c2ccc(Cl)c(C(=O)NCCc3ccccc3)c2)CC1	-24	-34	-26	42	24	-2	0	3
30	COC(=O)Cc1c(C)[nH]n(-c2cc(Cl)cc(Cl)c2)c1=O	19	-2	22	-1	19	0	7	-1
31	CN(C)CCNc1nc2sc3c(c2c(=O)n1Cc1ccccc1)CCCCC3	-42	-24	-9	28	11	-10	6	25
32	CCCCCCCCC[n+]1cccc2c3ccccc3ccc21	-23	-1	71*	28	-7	-29	-1	-3
33	N#Cc1nc(-c2ccccc2F)oc1NCCc1ccccn1	-15	-22	-7	8	-4	0	-1	4
34	CCOC(=O)c1ccc(NC(=O)c2ccccc2N(C)S(=O)(=O)c2ccccc2)cc1	-19	3	7	4	8	13	4	9
35	c1ccc2c(c1)ncn2CCCOc1ccc2c(c1)CCC2	-34	-24	-5	11	16	-2	-4	5
36	Cc1cc(C)cc(NC(=O)COc2ccc(C(=S)N3CCOCC3)cc2)c1	-20	-2	-7	-4	3	2	-16	15
37	O=C(O)/C=C/c1ccc(S(=O)(=O)Nc2ccccc2C(=O)Nc2ccc(F)cc2)cc1	-18	-4	-12	-8	15	-10	1	5
38	O=C(Nc1nncs1)C1c2ccccc2Oc2ccccc21	-9	1	-3	6	-4	1	-6	-8
39	O=C(Nc1nccs1)C(c1ccccc1)N1CCCCC1 (stereo unspecified)	13	-5	-5	-4	8	-7	0	3
40	N#Cc1nc(-c2ccccc2F)oc1NC1CCCCC1	-13	-10	-1	9	18	2	-2	6
41	COc1ccccc1OCc1nc(C#N)c(N2CCCC2)o1	12	5	3	6	8	-3	-11	6
42	COc1ccc(S(=O)(=O)N2CCN(C(=O)[C@@H]3CCC(=O)N3C3OC(=O)c4ccccc43)CC2)cc1 (stereo partly specified)	-5	3	-2	2	5	-4	1	-8
43	Cc1ccn2cc(-c3nonc3C)cc2c1	-40	-45	-4	3	-21	3	6	18
44	Cc1cc(C)n2nc(C(=O)OCC(=O)NC(=O)c3ccccc3)nc2n1	3	3	8	3	-12	-10	-5	1
45	CCN1CCN(CC(=O)Nc2nc3ccccc3s2)CC1	-2	2	-27	-8	-17	-7	0	13
46	CSc1nc2ccccc2cc1/C=C(\C#N)c1ccc(Cl)c(Cl)c1	12	4	17	6	12	8	6	25
47	CC(=O)NCCC(=O)N1CCCC(N2CCN(c3cccc(Cl)c3)CC2)C1 (stereo unspecified)	0	3	0	0	9	-6	7	0
48	Cc1cc(C)cc(N(C(=O)CNC(=O)c2ccco2)C(C(=O)NC2CCCCC2)c2cccnc2)c1 (stereo unspecified)	1	28	10	-2	7	1	4	2
49	COc1ccc(C(=O)/C=C/c2cccnc2)c(OC)c1	9	-2	10	2	-14	-13	6	12
50	CCCCn1c(N)c(N(CC(C)C)C(=O)c2cc3c(s2)CCC3)c(=O)[nH]c1=O	6	-5	11	-6	13	8	-4	7

Compound profiles, from the list above. Order of values: 697 NFkB inh	Gli-Sufu block	Jurkat NFkB inh	UBC13 polyUb	APJ antag	EBI2 block	CXCR6 block	CCR6 antagonist
O=C(Nc1ccc2c(c1)OCO2)N1CCCC1 is listed with -15	-17	-29	-3	9	-3	-12	-7
N#Cc1nc(-c2ccccc2F)oc1NC1CCCCC1 is listed with -13	-10	-1	9	18	2	-2	6

(more compounds)
cpd	SMILES	697 NFkB inh	Gli-Sufu block	Jurkat NFkB inh	UBC13 polyUb	APJ antag	EBI2 block	CXCR6 block	CCR6 antagonist
51	COc1cc(OC)c(S(=O)(=O)NCc2ccco2)cc1S(=O)(=O)NCc1ccco1	-2	-11	-4	-4	13	-9	2	5
52	O=C(CCc1nnc2ccc(N3CCCC3)nn12)Nc1ccc(F)c(F)c1	-24	2	12	50*	4	-11	-8	9
53	c1csc(CNCCN2CCOCC2)c1	-11	-6	4	-11	5	-3	-7	13
54	CC(C)c1ccc(-c2noc(C3CCCN(C(=O)c4ccc(F)cc4F)C3)n2)cc1 (stereo unspecified)	-24	5	-4	9	-19	11	11	16
55	CC(=O)Nc1ccc(C(=O)NCC(=O)OCc2ccccc2F)cc1	-1	-20	3	-4	6	-7	1	5
56	CC(=O)Nc1ccc(S(=O)(=O)N2CCN(c3cc4c(cc3[N+](=O)[O-])n(C)c(=O)n4C)CC2)cc1	9	11	10	-32	38	-2	-1	15
57	O=C(c1ccc(COc2ccccc2Br)cc1)N1CCCCC1	-65	-17	-8	-1	3	1	2	4
58	COc1ccc(C2(O)CCN(C(=O)Cc3cccnc3)CC2)cc1	0	-3	-1	3	-2	-4	-1	5
59	COc1ccc(CNC(=S)Nc2ccc(OC)cc2)cc1	-15	2	-4	11	-3	-14	-4	13
60	CCOc1cc(-c2nnn(CC(=O)N3CCCCC3)n2)ccc1OC	22	12	8	0	10	-4	-8	9
61	CCOc1ncccc1C(=O)OCC(=O)c1ccc(F)cc1	15	0	-4	10	-19	-9	-4	6
62	O=c1[nH]c(O)c(/C=C2\C=Nc3ccc(Br)cc32)[nH]1	-25	10	27	-6	7	-8	-7	8
63	COCCN(C(=O)COC(=O)c1ccc(-c2ccccc2)cc1)c1c(N)n(Cc2ccccc2)c(=O)[nH]c1=O	/	-7	/	/	/	-11	0	7
64	O=C(NCc1ccco1)c1n[nH]c(=O)c2ccccc12	3	7	-22	-14	11	-9	0	3
65	CC1CCN(Cc2c(C(=O)N3CCc4ccccc4C3)nc3ccc(Cl)cn23)CC1	0	51	0	-4	-2	10	6	13
66	c1ccc(CSCc2nc3ccccc3[nH]2)cc1	-46	-21	-59	4	20	-2	-12	18
67	Cc1cc(C)cc(NC(=O)CCOc2ccccc2)c1	20	-1	3	-3	17	11	3	7
68	CCOc1ccccc1NC(=O)COC(=O)C1CCC1	-25	2	0	3	-2	-3	0	7

Of the compounds above, 8 contain fluorine:
cpd	SMILES	697 NFkB inh	Gli-Sufu block	Jurkat NFkB inh	UBC13 polyUb	APJ antag	EBI2 block	CXCR6 block	CCR6 antagonist
21	Cc1ccc(Cn2cc(C(=O)c3ccc(F)cc3)c(=O)c3cc4c(cc32)OCCO4)cc1	-17	-2	-3	45*	3	-3	16	-22
33	N#Cc1nc(-c2ccccc2F)oc1NCCc1ccccn1	-15	-22	-7	8	-4	0	-1	4
37	O=C(O)/C=C/c1ccc(S(=O)(=O)Nc2ccccc2C(=O)Nc2ccc(F)cc2)cc1	-18	-4	-12	-8	15	-10	1	5
40	N#Cc1nc(-c2ccccc2F)oc1NC1CCCCC1	-13	-10	-1	9	18	2	-2	6
52	O=C(CCc1nnc2ccc(N3CCCC3)nn12)Nc1ccc(F)c(F)c1	-24	2	12	50*	4	-11	-8	9
54	CC(C)c1ccc(-c2noc(C3CCCN(C(=O)c4ccc(F)cc4F)C3)n2)cc1 (stereo unspecified)	-24	5	-4	9	-19	11	11	16
55	CC(=O)Nc1ccc(C(=O)NCC(=O)OCc2ccccc2F)cc1	-1	-20	3	-4	6	-7	1	5
61	CCOc1ncccc1C(=O)OCC(=O)c1ccc(F)cc1	15	0	-4	10	-19	-9	-4	6

Compound activity deposited in PubChem by Sanford-Burnham Center for Chemical Genomics.

Outcome played no part in choosing rows, and some 3% of all compounds hit somewhere here.
